Screening data (PubChem BioAssay)
LMNA splice mod: changes lamin A minigene splicing in HeLa cells; HeLa LMNA splicing GFP/RFP minigene ratio, 48 h; Potency, µM (highest dose often 46.1 µM), without a hit: at the highest dose ratio change, negative = inhibition, actives largely listed as inhibitors; 0.01% of 200,000 active; AID 1487; active = well fitted inhibition curve with a large enough effect in the signal ratio, with a control signal flat, not every such curve was filed as active; inconclusive = small, poorly fitted or top-dose-only effect, or effect the other way, or a change in a side signal; the % refers to the signal ratio; note: potency is the fitted concentration of half-maximal effect; % is set by controls: 0 for no effect and ±100 for the full control effect
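S3 HeLa stable clones carrying a lamin A-EGFP splicing minigene plus DsRed2 were seeded at 600 cells/well in Opti-MEM with 2% FBS, pin-dosed and incubated 48 h at 37°C. Acumen cytometry (488 nm) gave the GFP/RFP total-intensity ratio.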
HTT aggregate: mutant huntingtin aggregation inhibition; PC12 HttQ103-GFP aggregates, Acumen cytometry, 40 h; Potency, µM (top dose mostly 46.1 µM), inactives show at the highest dose activity change, negative = inhibition, hits mostly inhibitors; 1.1% of 220,000 active; AID 1688; note: potency is the fitted concentration of half-maximal effect; % is set by controls: 0 for no effect and ±100 for the full control effect; nearly all actives have a fitted effect of over 60% in size
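PC12 cells with ecdysone-inducible HTT exon1 Q103-GFP, induced by 100 nM tebufenozide, given compounds in a concentration series. GFP aggregates (1–25 um, 6 SD above background) counted in lysates by laser-scanning cytometry, 488 nm excitation.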
HTT ATP protect: protects HTT-Q103 PC12 cells, measured by ATP | PC12 HTT-Q103 induced, cytoprotection, ATP luminescence, 40 h | Potency, µM (series often up to 56.4 µM), for the others: cytoprotection (ATP increase), hits mostly activators | 0.14% of 230,000 active | AID 1471;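 note: potency is the fitted concentration of half-maximal effect; % of control where 0% means no effect; nearly all actives have a fitted effect of over 45% in size; toxic huntingtin expression switched on by the ecdysone agonist tebufenozide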
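Huntington model: PC12 line, ecdysone-inducible HTTQ103 exon1–GFP, tebufenozide 100 nM. Test articles in a dose series. Endpoint luminescence from cellular ATP.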
SMN2 splice enh: enhancers of SMN2 splice variant expression; AID 1458; 2.8% of 210,000 active; HEK293 SMN2-luciferase splicing reporter, luminescence, 30-36 h; Potency, µM (titrated, usually from 46.1 µM), for the others: at the highest dose activity change, positive = activation, usual class: activators; note: potency is the fitted concentration of half-maximal effect; % of control where 0% means no effect; nearly all actives have a fitted effect of over 55% in size
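HEK293 cells carry an SMN2 minigene-luciferase reporter in which exon 7 inclusion puts luciferase in frame. Cells were seeded at 2000 cells/well, attached for 10-12 hours, then exposed to compounds for 30-36 hours at 37C before ONE-Glo luminescence.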
KinaseGlo FLuc: blocks Kinase-Glo luciferase, a counter-screen artifact. Q27757. Kinase-Glo luciferase, ATP luminescence, 8 min. Potency, µM (titrated, usually from 38.3 µM), inactives show at the highest dose activity change, negative = inhibition, actives largely listed as inhibitors. 0.28% of 200,000 active. AID 1379; note: potency is the fitted concentration of half-maximal effect; % is set by controls: 0 for no effect and ±100 for the full control effect; nearly all actives have a fitted effect of over 60% in size
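Compounds were added to a substrate mix at pH 7.2 (50 mM imidazole, 10 uM ATP, within the enzyme's linear range), followed by Kinase-Glo detection reagent; luminescence was measured after 8 minutes at ambient temperature.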
IMPase Li inh: IMPase inhibition in cells with lithium potentiation | CHO-M1 cells, IP1 TR-FRET (IP-One), carbachol + lithium | Potency, µM (highest dose often 59.4 µM), inactives show top-dose activity, negative = IMPase inhibition, hits mostly inhibitors | 0.35% of 210,000 active;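 note: IP1 builds up when IMPase is blocked and the TR-FRET signal falls; potency is the fitted concentration of half-maximal effect; plate controls were basal vehicle for no effect and high inhibitor control for full effect; nearly all actives have a fitted effect of over 50% in size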
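Steps: plate 2000 CHO-M1 cells per well and culture 16–30 h; add compound and lithium; incubate 30 min, 37C; add d2-IP1 tracer and Eu cryptate anti-IP1 antibody in lysis buffer; read after 10 min at room temperature.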
CBFb RUNX1 block: CBF-beta/RUNX1 interaction disruption; Q01196+Q13951; AlphaScreen CBFb-His/RUNX1-biotin binding, biochemical; Potency, µM (doses to about 59.8 µM), for inactives: at the highest dose activity, negative = inhibition, most hits filed as inhibitors; 230,000 tested, under 10 active; note: % of control where 0% means no effect
Target sequence (Q01196 whole entry, looked up): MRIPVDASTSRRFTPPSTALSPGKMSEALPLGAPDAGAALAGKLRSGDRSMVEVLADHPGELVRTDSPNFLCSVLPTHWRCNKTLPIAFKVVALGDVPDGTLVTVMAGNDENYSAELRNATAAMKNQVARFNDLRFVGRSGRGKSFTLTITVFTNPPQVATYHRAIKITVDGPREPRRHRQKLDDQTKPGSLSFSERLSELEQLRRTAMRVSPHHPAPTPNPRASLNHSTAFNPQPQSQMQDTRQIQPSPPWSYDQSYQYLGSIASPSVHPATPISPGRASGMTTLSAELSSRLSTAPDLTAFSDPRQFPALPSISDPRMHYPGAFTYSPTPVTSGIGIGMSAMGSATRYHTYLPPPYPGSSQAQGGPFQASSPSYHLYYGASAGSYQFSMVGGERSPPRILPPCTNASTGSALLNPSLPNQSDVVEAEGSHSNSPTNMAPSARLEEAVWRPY
Target sequence (Q13951 whole entry, looked up): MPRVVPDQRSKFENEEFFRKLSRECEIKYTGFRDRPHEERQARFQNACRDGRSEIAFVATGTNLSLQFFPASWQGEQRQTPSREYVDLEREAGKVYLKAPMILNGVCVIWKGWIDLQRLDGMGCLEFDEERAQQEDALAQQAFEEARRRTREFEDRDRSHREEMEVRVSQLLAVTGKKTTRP
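CBF-beta (His) and RUNX1 (biotin), 30 nM each; 20 min preassociation; + compound, 15 min; + beads 50 ng each (Ni, streptavidin), 90 min; RT; AlphaScreen read.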
Active calls of the source: *; ? = inconclusive; . = no result given; & = joins results of further samples; [ ] = remark or other dose. Unless noted, calls come from the whole dose curve; as a rule, active = well fitted curve in the direction sought with a large enough effect; inconclusive = small, poorly fitted or top-dose-only effect, or another doubt; inactive = no such curve, though single readings can be large; an effect the other way counts as inactive or inconclusive.

| # | SMILES | HTT aggregate | SMN2 splice enh | KinaseGlo FLuc | LMNA splice mod | IMPase Li inh | HTT ATP protect | CBFb RUNX1 block |
| --- | --- | --- | --- | --- | --- | --- | --- | --- |
| 1 | Cc1ccc(CC(=O)Nc2ccccc2-c2ccccc2)cc1C | -8% | -30% | -4% | ? | 3% | 17%[10 µM] | 28% |
| 2 | O=C(N/N=C/c1ccc(-c2ccc([N+](=O)[O-])cc2)o1)C(O)c1ccccc1 (stereo not given) | 13% | 16% | 2% | -17% | 11% | -3%[10 µM] | -6% |
| 3 | CCC1(CC)Cc2ccccc2-c2nc(NCCO)[nH]c(=O)c21 | -2% | -2% | -1% | 11% | -1% | 3%[10 µM] | -6% |
| 4 | O=C(NC(=S)NC1CCCc2ccccc21)c1ccco1 (stereo not given) | -1% | 0% | 2% | -8%[46 µM] | 9% | -16% | -13% |
| 5 | c1ccc(C2=Nn3c(nnc3-c3cc(-c4ccccc4)n[nH]3)SC2)cc1 | -25% | ? | 0% | -25% | 29%[38.3 µM] | -55%[inhibitor] | -9% |
| 6 | Cc1ccc(-c2nn(-c3ccccc3)cc2/C=N/NC(=O)c2ccncc2)o1 | -14% | 14µM* | 1% | ? | 23% | -7%[10 µM] | -6% |
| 7 | O=C(COC(=O)c1ccc(Br)cc1)NCCC1=CCCCC1 | 10% | -3% | -2% | 0%[46 µM] | -2% | -4% | 16% |
| 8 | COC(=O)c1c(C)oc(C)c1S(=O)(=O)NCc1ccc(Cl)cc1Cl | -10%[9.22 µM] | . | . | . | . | 4%[10 µM] | ? |
| 9 | CCCNC(=O)C(Cc1ccccc1)NS(=O)(=O)c1ccc2c(c1)c(=O)n(C)c(=O)n2C (stereo not given) | 15% | 9%&-15% | -2% | -5% | 3%[38.3 µM] | -29% | 3% |
| 10 | COc1cc(OC)c(C2=NOC(C(=O)NCCc3ccccc3)C2)cc1Cl (stereo not given) | -6% | -10% | -2% | 12% | 30%[activator][38.3 µM] | 20% | ? |
| 11 | O=C(CN1C(=O)CCSc2ccccc21)Nc1ccc2c(c1)OCCO2 | 21% | -14% | -3% | -3% | 10%[38.3 µM] | -9% | -3% |
| 12 | CCOCCn1c(N2CCN(c3ccc(OC)cc3)CC2)nc2c1c(=O)n(C)c(=O)n2C | 1% | -8% | 2% | 1% | -3%[38.3 µM] | 1% | 1% |
| 13 | CC(C)(O)C#Cc1ccccc1C(=O)NC(CC(N)=O)C(=O)O (stereo not given) | 18% | 5% | -1% | 6% | -11%[38.3 µM] | 5% | 1% |
| 14 | O=C(Nc1nnc(SCc2ccc(Cl)cc2)s1)C1CCCO1 (stereo not given) | -17% | -15% | 18% | -2% | 41%[38.3 µM] | -5% | 6% |
| 15 | O=C(NCc1ccc(C(F)(F)F)cc1)C1CC(c2cccc(F)c2)=NO1 (stereo not given) | 27%[9.22 µM] | . | . | . | . | -5%[10 µM] | 7% |
| 16 | CNC(=O)Cn1nc(-c2ccc(C)c(S(=O)(=O)N(C)C)c2)c2ccccc2c1=O | -9% | -11% | -1% | -11% | 11% | 35%[10 µM] | -14% |
| 17 | O=C(NNc1ccccc1Br)C(O)(c1cccc(C(F)(F)F)c1)c1cccc(C(F)(F)F)c1 | ? | -83%[inhibitor] | -5% | ? | 13% | . | 7% |
| 18 | COc1ccc(CCNC(=O)Cn2nnc(-c3cccs3)n2)cc1OC | -11% | -19% | 0% | 7% | 1%[38.3 µM] | -24%[10 µM] | -2% |
| 19 | COc1ccc(C(=O)NCC(=O)OCC(=O)Nc2ccc(C)c(S(=O)(=O)N(C)C)c2)cc1OC | -14%[9.22 µM] | . | . | . | . | -10%[10 µM] | 10% |
| 20 | CCOc1ccc(-n2cc(C(=O)N3CCC(C)CC3)c3cc(OC)c(OC)cc3c2=O)cc1 | 10% | -9% | -4% | 17% | 8%[38.3 µM] | 5% | 5% |
| 21 | CCc1c(C)sc(NC(=S)Nc2nc(C)cc(C)n2)c1C(=O)OC | 3% | -6% | 1% | . | 14% | 6%[10 µM] | 15% |
| 22 | O=C(CNC(=O)C1CCCCC1)OCc1cc(=O)oc2ccc3ccccc3c12 | -27% | -13% | 2% | -4% | -6% | -9%[10 µM] | 20% |
| 23 | COc1ccc(-n2cnnc2SCC(=O)c2cc(C)n(Cc3cccs3)c2C)cc1 | -23% | 6% | 5% | 10% | 13%[38.3 µM] | -14% | -25% |
| 24 | CC(C)c1ccc(NC(=O)COC(=O)/C=C/c2cccc([N+](=O)[O-])c2)cc1 | 11% | 11% | -3% | 3% | 3% | 6%[10 µM] | 8% |

Brought forward from above: six compounds, followed by the next part.
| # | SMILES | HTT aggregate | SMN2 splice enh | KinaseGlo FLuc | LMNA splice mod | IMPase Li inh | HTT ATP protect | CBFb RUNX1 block |
| --- | --- | --- | --- | --- | --- | --- | --- | --- |
| 19 | COc1ccc(C(=O)NCC(=O)OCC(=O)Nc2ccc(C)c(S(=O)(=O)N(C)C)c2)cc1OC | -14%[9.22 µM] | . | . | . | . | -10%[10 µM] | 10% |
| 20 | CCOc1ccc(-n2cc(C(=O)N3CCC(C)CC3)c3cc(OC)c(OC)cc3c2=O)cc1 | 10% | -9% | -4% | 17% | 8%[38.3 µM] | 5% | 5% |
| 21 | CCc1c(C)sc(NC(=S)Nc2nc(C)cc(C)n2)c1C(=O)OC | 3% | -6% | 1% | . | 14% | 6%[10 µM] | 15% |
| 22 | O=C(CNC(=O)C1CCCCC1)OCc1cc(=O)oc2ccc3ccccc3c12 | -27% | -13% | 2% | -4% | -6% | -9%[10 µM] | 20% |
| 23 | COc1ccc(-n2cnnc2SCC(=O)c2cc(C)n(Cc3cccs3)c2C)cc1 | -23% | 6% | 5% | 10% | 13%[38.3 µM] | -14% | -25% |
| 24 | CC(C)c1ccc(NC(=O)COC(=O)/C=C/c2cccc([N+](=O)[O-])c2)cc1 | 11% | 11% | -3% | 3% | 3% | 6%[10 µM] | 8% |
| 25 | COc1cc(OC)cc(C(=O)NC(=S)NNC(=O)Cc2cccs2)c1 | -1% | -21% | 1% | ? | -4% | -15%[10 µM] | -25% |
| 26 | O=C1OC2(c3ccc(O)cc3Oc3cc(O)ccc32)c2c1c(-c1ccccc1)c(-c1ccccc1)c(-c1ccccc1)c2-c1ccccc1 | . | -14%[9.22 µM] | -9%[7.66 µM] | . | -15% | -12%[10 µM] | . |
| 27 | O=C(COC(=O)c1ccc(Br)o1)Nc1cccc(S(=O)(=O)N2CCCCCC2)c1 | -29% | -44%[inhibitor] | 0% | ? | 39%[38.3 µM] | -6% | -3% |
| 28 | COc1ccc(/C(O)=C2/C(=O)C(=O)N(CCN(C)C)C2c2ccc(C)cc2)cc1Cl (stereo not given) | 4% | 15% | -1% | -9% | ? | -11% | -1% |
| 29 | Cc1ccc(NC2=NCC(=O)N2C2CCCC2)c(C)c1 | -7% | -20% | 1% | -8% | 8% | -3%[10 µM] | 7% |
| 30 | COc1ccc(OC)c(NC(=O)c2cc3oc4ccccc4c3cc2O)c1 | -14%[9.22 µM] | . | . | ? | . | -9%[10 µM] | -6% |
| 31 | CCCOc1ccc(C2c3c(oc4cc(C)c(C)cc4c3=O)C(=O)N2CCCN(C)C)cc1OCC (stereo not given) | 3% | 2% | -3% | 9% | -5% | 1% | 2%[2.36 µM] |
| 32 | O=C(CCCOc1ccc(Cl)cc1Cl)N/N=C/c1ccccc1O | 32% | -82%[inhibitor] | -2% | ? | 3% | ? | -7% |
| 33 | COc1ccc(C(=O)/C=C/c2ccc(OC)c(Cn3nnc4ccccc43)c2)cc1 | 19% | -46%[inhibitor] | 1% | ? | 22% | 5%[1.9 µM] | 0% |
| 34 | COc1ccc(/C=N/Nc2ccccc2)cc1Cn1nc(C)c([N+](=O)[O-])c1C | -19% | -24% | -1% | 27% | 31%[38.3 µM] | -7% | -5% |
| 35 | COc1ccc(C2C3=C(CC(C)(C)CC3=O)Nc3c2c(=O)[nH]c2nc(C)nn32)cc1 (stereo not given) | 12% | -25% | -3% | 2% | -7%[38.3 µM] | -7%[0.074 µM] | -3% |
| 36 | COc1cccc(Cn2c(=O)c(-c3cccs3)nc3cnc(N4CCNCC4)nc32)c1 | . | . | . | ? | 6% | -277%[inhibitor] | . |
| 37 | Cc1nc(=O)c(-c2ccccc2)c(C)n1-c1cccc(C(=O)O)c1 | 4% | . | . | 2% | . | 6% | 8% |
| 38 | O=C(NCc1ccco1)c1cc(-c2ccc(Cl)cc2)on1 | 22% | -11% | 0% | -5% | -10%[38.3 µM] | -30% | -3% |
| 39 | CC(C)(C)C1=Nn2c(nnc2C2CCCCC2)SC1 | 24% | -6% | 0% | -14% | 44%[activator][38.3 µM] | 12%[10 µM] | 12% |
| 40 | CC1CCN(C(=O)/C(=C\c2cccs2)NC(=O)c2ccccc2)CC1 | 16%[9.22 µM] | . | -3% | ? | 11% | -1%[10 µM] | -23% |
| 41 | CCOc1cccc(C(=O)N(Cc2ccco2)C2CCS(=O)(=O)C2)c1 (stereo not given) | ? | 1% | 3% | -8% | -1% | 7%[0.074 µM] | -4% |
| 42 | Cc1ccsc1/C=C1\SC(=S)N(CC2CCCO2)C1=O (stereo not given) | 14%[9.22 µM] | 18% | 1% | ? | 23% | 21%[10 µM] | -15% |
| 43 | Cc1ccc(NC(=O)CSc2ccc(C(N)=O)cc2[N+](=O)[O-])cc1 | -3% | ? | 1% | -5% | 5% | 8%[10 µM] | 0% |
| 44 | CC1=C(C(=O)Nc2ccccc2C)C(c2ccccc2)NC(=O)N1 (stereo not given) | 5% | 5% | 0% | 7% | 11%[38.3 µM] | -10% | 6% |
| 45 | O=C(CNC(=O)c1cccs1)NCC(=O)OCC(=O)c1ccc([N+](=O)[O-])cc1 | 3% | -8% | -1% | . | 3% | -13% | -2% |
| 46 | CCN(CC)S(=O)(=O)c1ccc(OC)c(NC(=O)CSc2cc(C)ccc2C)c1 | -23% | -9% | -2% | ? | 15% | 5%[10 µM] | -5% |
| 47 | Cc1[nH]c(C)c2c(=O)n(Cc3ccc(Cl)cc3)ncc12 | 9%[9.22 µM] | . | . | . | . | 22%[10 µM] | 7% |
| 48 | O=C(Nc1ccccc1)OCc1cn(-c2ccc(Cl)cc2)nn1 | 5% | . | . | 5% | . | -9% | -1% |
| 49 | COc1ccc(C(=O)COC(=O)CCCn2c(=O)oc3ccccc32)cc1 | -12% | -9% | 1% | 21% | -20%[38.3 µM] | 1%[10 µM] | 4% |
